# CHT block: inhibits the human high affinity choline transporter | Q9GZV3 | CHT-expressing cells, membrane potential dye, choline response; active compounds read low | B-score at 10 µM | hit rate 0.86% among 310,000;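 active = B-score over 3 SD under the library average, and starting fluorescence ratio not unusually high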;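 note: choline stimulus applied at its EC90 after an EC20 pre-addition; B-score computed on integrated fluorescence ratio after choline addition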
# Target sequence (Q9GZV3 whole entry, looked up): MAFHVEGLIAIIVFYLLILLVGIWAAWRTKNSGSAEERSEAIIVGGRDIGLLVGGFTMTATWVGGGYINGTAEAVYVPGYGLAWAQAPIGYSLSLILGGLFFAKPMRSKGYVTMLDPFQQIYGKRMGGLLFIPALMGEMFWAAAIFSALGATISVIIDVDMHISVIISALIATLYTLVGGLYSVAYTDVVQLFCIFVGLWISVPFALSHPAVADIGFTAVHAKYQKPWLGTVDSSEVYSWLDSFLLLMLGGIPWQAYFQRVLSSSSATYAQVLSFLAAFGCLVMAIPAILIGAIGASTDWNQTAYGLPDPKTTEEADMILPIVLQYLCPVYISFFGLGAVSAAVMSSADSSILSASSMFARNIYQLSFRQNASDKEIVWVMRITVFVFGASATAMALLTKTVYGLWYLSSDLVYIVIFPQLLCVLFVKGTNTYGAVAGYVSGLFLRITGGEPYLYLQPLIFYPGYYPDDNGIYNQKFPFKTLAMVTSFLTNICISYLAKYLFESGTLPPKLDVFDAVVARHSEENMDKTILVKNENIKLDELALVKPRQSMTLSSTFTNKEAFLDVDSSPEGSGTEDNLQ
# CHT allo act: allosteric activators of human choline transporter CHT; AID 488977; hit rate 0.49% among 310,000; Q9GZV3; CHT-expressing cells, membrane potential dye, choline EC20; active compounds read high; LV-AA mutant CHT in HEK293 cells; B-score at 10 µM;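 active = initial fluorescence not abnormally high and integrated response B-score, plate-corrected, over 3 SD above library mean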
# * hit, by the source's call; i = inactive.
SMILES,CHT block,CHT allo act
CN(C)CCn1c2c(c(SCC(=O)Nc3ccccc3)nc1=O)CCCC2,i,i
CCc1ccc(CN(C)C(=O)CCc2nnc(COc3ccccc3)o2)cc1,i,i
O=C(CCl)NCCN1C(=O)S/C(=C\c2cccnc2)C1=O,i,i
Cc1cc2n(c(=O)c1C#N)CCCN2c1cccc(Cl)c1,i,i
C=Cc1ccc(C(=O)N2CCCC(CCC(=O)N3CCN(c4ccccn4)CC3)C2)cc1 (stereo not given),i,i
Cc1ccc(NC(=O)COc2ccc3oc4c(c3c2)CCCC4)nc1,i,i
CCOC(=O)C1C(c2ccc([N+](=O)[O-])cc2)C2C(=O)NN=C2CC1(C)O (stereo not given),i,i
COc1ccc(OC)c(NS(=O)(=O)c2ccc(Br)s2)c1,i,i
Cc1ccc(S(=O)(=O)N(C)c2ccc(C(=O)NCCc3ccccc3)cc2)cc1,i,i
CN1c2ccccc2C(O)=C(C(=O)Nc2ccccc2)S1(=O)=O,i,i
O=C(NNC(=O)c1ccc(F)cc1)c1ccncc1,i,i
COC(=O)c1ccccc1NC(=O)C1(S(=O)(=O)c2ccc(Cl)cc2)CC1,i,i
Cc1cc(C(=O)NNc2ccccc2F)no1,i,i
Cn1c(=O)c2c(ncn2CC(COCc2ccccc2)OCc2ccccc2)n(C)c1=O (stereo not given),i,i
COc1ccc(CNC(=O)/C(C)=C\C(=O)O)cc1,i,i
CCOC(=O)c1ccc(N=c2sc(C(=O)OC)cc(=O)n2CCCN2CCOCC2)cc1,i,i
O=S(=O)(/N=C(/c1ccccc1)N1CCOCC1)c1ccc(F)cc1,i,i
O=C1Nc2ccccc2C(=O)N2CCCCC12 (stereo not given),i,i
O=C(/C=C/c1cccs1)N1CCN(c2ccc(F)cc2)CC1,i,i
C/C(=N\NC(=O)c1ccn(C)n1)c1cccc(NC(=O)c2ccncc2)c1,i,i
CN(c1ncc(C(F)(F)F)cc1Cl)n1cc(C(=O)O)c2ccccc2c1=O,i,i
CCNC(=O)n1nccc1C(C)Oc1cccc(C(F)(F)F)c1 (stereo not given),i,i
Cc1cc(C)n(C(=O)c2cc3c(s2)CCCC3)n1,i,i
CC[C@@]12C(=O)N(c3ccc(OC)cc3)C(=O)N1[C@H](c1ccc(Cl)cc1)[C@@H]1C(=O)N(C3CCCCC3)C(=O)[C@@H]12,i,i
CC(=O)c1ccc(-n2nncc2C(C)(C)C)cc1,i,i

# Retrieved by compound from the list above (6):
SMILES,CHT block,CHT allo act
COc1ccc(CNC(=O)/C(C)=C\C(=O)O)cc1,i,i
C/C(=N\NC(=O)c1ccn(C)n1)c1cccc(NC(=O)c2ccncc2)c1,i,i
CCc1ccc(CN(C)C(=O)CCc2nnc(COc3ccccc3)o2)cc1,i,i
Cc1ccc(S(=O)(=O)N(C)c2ccc(C(=O)NCCc3ccccc3)cc2)cc1,i,i
C=Cc1ccc(C(=O)N2CCCC(CCC(=O)N3CCN(c4ccccn4)CC3)C2)cc1 (stereo not given),i,i
Cc1cc(C)n(C(=O)c2cc3c(s2)CCCC3)n1,i,i

# Next section.
SMILES,CHT block,CHT allo act
CCOC(=O)Cc1cnc(N)s1,i,i
COc1ccc(C2c3c(ncn(Cc4ccco4)c3=N)Oc3ccc4ccccc4c32)cc1 (stereo not given),i,i
O=C(O)c1cccc(NC(=O)c2cccc(S(=O)(=O)Nc3cccc([N+](=O)[O-])c3)c2)c1,i,i
C=CCn1c(NC(=O)c2ccccc2Cl)c(C#N)c2nc3ccccc3nc21,-5.8*,i
CC(OC(=O)CCc1nc2ccccc2c(=O)[nH]1)C(=O)NCc1ccc2c(c1)OCO2 (stereo not given),i,i
CCOC(=O)c1sc(N)nc1C(C)C,i,i
O=C(NC1CCCC1)C(c1ccncc1)N(C(=O)Cc1cccs1)c1cccc(F)c1 (stereo not given),i,i
CCOC(=O)c1c(NC(=O)C2COc3ccccc3O2)sc2c1CC(C)(C)NC2(C)C (stereo not given),i,i
Cc1oc(-c2ccccc2Cl)nc1CN1CCCC1c1ccc(F)cc1 (stereo not given),i,i
COc1ccc(Nc2nc(-c3ccccc3O)nc3ccccc23)cc1,i,i
CC(C)(C)c1ccc(OCC(=O)N/N=C/c2ccc(N3CCOCC3)cc2)cc1,i,i
Cc1ccc([N+](=O)[O-])cc1N=C1C(=O)Nc2ccccc21,i,i
Cc1cc(C)nc(N2CCCC(C(=O)Nc3cc(F)ccc3C)C2)n1 (stereo not given),i,i
CCCCCc1ccc(-c2cn(CCCOCc3ccccc3)nn2)cc1,i,i
Fc1ccc(N/N=C/c2ccncc2)c(F)c1,i,i
COc1ccc(-c2oc3ccc(-c4ccc(OC)nc4)cc3c2C#CC2(O)CCCCC2)cc1,i,i
CCCCn1c(N)c(N(CC(C)C)C(=O)c2cnccn2)c(=O)[nH]c1=O,i,i
CCCCN(C(=S)Nc1ccc(F)cc1)c1c(N)n(CCC)c(=O)[nH]c1=O,i,i
CCc1ccccc1NC(=O)CCc1nc(-c2cccs2)no1,i,i
Cc1sc2ncn(CC(=O)NCCCC(=O)N3CCC(C)CC3)c(=O)c2c1C,i,i
Cc1ccc(-c2cc(C(=O)NCCCN3CCOCC3)no2)cc1,i,i
CCOC(=O)C1(CCOc2ccccc2)CCN(CC=C(C)C)CC1,i,i
CCOCCCNc1ncc2c(n1)CC(c1ccc(C)cc1)CC2=O (stereo not given),i,i
Cc1cc(NC(=O)C(C)SCC(=O)O)no1 (stereo not given),i,i
COc1ccc(-c2nc3c4ccccc4ccn3c2CN2CCCCC2)cc1OC,i,i
# The list goes on.
SMILES,CHT block,CHT allo act
O=C(Cc1ccccc1)NCC(=O)N1CCc2ccccc2C1,i,i
O=c1ccn(-c2ccccc2)[nH]1,i,i
CCN(CCCNC(=O)CNC(=O)Cn1cnc2ccccc2c1=O)c1ccccc1,i,i
COc1ccc(N(CC(=O)NCc2ccc3c(c2)OCO3)C(=O)CCC(=O)Nc2ccccn2)cc1,i,i
C=C(C)CNC(=S)N/N=C(\C)c1ccc(OC)cc1,i,i
CC1CCCN(c2c([N+](=O)[O-])c(=O)oc3ccccc23)C1 (stereo not given),i,i
Cc1ccc(-c2noc(=O)n2CC(=O)Nc2ccc(S(=O)(=O)NC3CC3)cc2)cc1,i,i
COc1ccc(-c2[nH]ncc2CN2CCC(O)(c3ccc(Cl)cc3)CC2)cc1,i,i
COC(=O)Nc1cc(C)nc2ccccc12,i,6.83*
COc1ccccc1CNS(=O)(=O)c1c(C)[nH]c(C)c1C(=O)N1CCCC1,i,i
O=C(COC(=O)c1cc(S(=O)(=O)N2CCOCC2)cs1)c1ccccc1,i,i
CCCN1CCN(C(=O)c2ccc(CS(=O)c3ccc(F)cc3)o2)CC1 (stereo not given),i,i
Cc1cc(NC2CCCCC2)nc(NCc2ccccc2)n1,i,i
CCOC(=O)CNC(=S)NN(C)C,i,i
C=CCOC(=O)C1=C(C)N=c2s/c(=C3\C(=O)N(CC(=O)O)c4ccccc43)c(=O)n2C1c1ccc(OC)cc1 (stereo not given),i,i
CC(NC(c1ccccc1)c1ccccc1)C(=O)N1CCCc2ccccc21 (stereo not given),i,i
O=[N+]([O-])c1cccc(NC(=S)NCCc2ccccc2)c1,i,i
COc1cc(/C=C2\SC(N)=NC2=O)cc(Cl)c1O,i,i
O=C1NCC(c2ccccc2)C1C(=O)N/N=C\c1ccc(-c2cccc(Cl)c2Cl)o1 (stereo not given),i,i
Cc1c(NC(=O)c2cc(-c3ccc(Br)cc3)on2)c(=O)n(-c2ccccc2)n1C,i,i
COC(=O)c1cc(Br)c(=O)n(-c2ccc(F)cc2)c1,i,i
COc1cc(C(=O)COC(=O)C2CCN(c3ccc(C(F)(F)F)cn3)CC2)ccc1OC(F)F,i,i
N#C/C(=N\Nc1ccc(Cl)cc1)C(=O)c1ccsc1,i,i
CN(C)Cc1c(O)ccc2c(=O)c(-c3ccccc3Cl)c(C(F)(F)F)oc12,i,i
Cc1nc(NCCc2ccccc2)sc1C(=O)N(C)C,i,i
# (list continues)
SMILES,CHT block,CHT allo act
CCC1=C(OC(=O)N(CC)CC)N2C(=O)OC(=NCCc3c[nH]c4ccccc34)[C@]2(Cc2ccccc2)[C@H]2C1=CC[C@H]1C(=O)N(c3ccccc3)C(=O)[C@H]12,i,i
CN(CC(=O)NC1CCCCCC1)S(=O)(=O)c1ccc(Br)cc1,i,i
Cc1nc(C)c(CCNC(=O)c2ccccc2)s1,i,i
CCOC(=O)c1c(C)[nH]c(C)c1S(=O)(=O)NCc1ccccc1C,i,i
CCCN1C(=O)/C(=C/c2ccc(C)o2)NC1=S,i,i
C=CCc1cccc(/C=N/NC(=O)C(=O)Nc2ccc(C)cc2)c1O,i,i
O=C(CC(=O)N/N=C/c1c(F)cccc1Cl)NCCc1ccccc1,i,i
COc1ccc(NC(=O)c2oc3ccccc3c2NC(=O)COc2ccccc2OC)c(OC)c1,i,i
O=C(CSc1nnc(-c2ccccc2F)o1)OCc1ccccc1,i,i
O=C(Cc1ccc(Br)cc1)N1CCN(C(=O)c2ccco2)CC1,i,i
CC1CCN(C(=O)c2ccc(S(=O)(=O)NCc3ccco3)cc2)CC1,i,i
COc1ccc(-n2c(Cc3cccn3C)nnc2SCC(=O)Nc2nccs2)cc1,i,i
O=C(O)c1[nH]nc2c1COc1ccccc1-2,i,i
Cc1ccccc1CN1CCN(C(=O)c2cccc(F)c2)CC1,i,i
O=C1CC(c2cccc(Cl)c2)CC(O)=C1C=NCCCO (stereo not given),i,i
COc1ccc(CCN(C(=O)/C=C/C(=O)O)C2CC(=O)N(c3ccccc3)C2=O)cc1 (stereo not given),i,i
O=C(NC1CCCC1)C(c1cccnc1)N(C(=O)c1csnn1)c1ccc(F)cc1 (stereo not given),i,i
CCOc1ccc(CCNC(=O)COC(=O)c2ccccc2O)cc1OCC,i,i
O=C(NCCC1=CCCCC1)C1CCN(S(=O)(=O)N2CCCC2)CC1,i,i
CCCCCC(=O)N1CCN(CCN=CC2=C(O)CC(c3ccc(OC)c(OC)c3)CC2=O)CC1 (stereo not given),i,i
COc1ccccc1/C=C/C(=O)Nc1cccc(S(=O)(=O)NC2=NCCCCC2)c1,i,i
C=CCc1cccc(CNc2nc3ccccc3n2C)c1O,i,i
CC(/C=C/c1ccc(OCc2ccccc2)cc1)=N\O,i,i
Cn1c(CNC(=O)c2ccc(Cl)c(Cl)c2)nnc1SCC(=O)Nc1sc2c(c1C#N)CCCC2,i,i
O=[N+]([O-])c1cccnc1Oc1ccc(OCc2ccccc2)cc1,i,i

# Reformatted with bars between the fields: 3 of the compounds above.
Compound | CHT block | CHT allo act
COc1ccc(C2c3c(ncn(Cc4ccco4)c3=N)Oc3ccc4ccccc4c32)cc1 (stereo not given) | i | i
O=C(O)c1cccc(NC(=O)c2cccc(S(=O)(=O)Nc3cccc([N+](=O)[O-])c3)c2)c1 | i | i
C=CCn1c(NC(=O)c2ccccc2Cl)c(C#N)c2nc3ccccc3nc21 | -5.8* | i

# (more compounds)
SMILES,CHT block,CHT allo act
CCCCS(=O)c1snnc1C (stereo not given),i,i
COc1cc2cc(CN(CCN3CCOCC3)C(=O)Nc3ccc(F)cc3)c(=O)[nH]c2cc1OC,i,i
Nc1nc(CCl)nc(Nc2cccc3ccccc23)n1,i,i
O=C1CC(c2ccc(Cl)cc2)n2nc(NS(=O)(=O)c3ccc(F)cc3)nc2N1 (stereo not given),i,i
CCC(C)[C@H]1CN=C(N)N1CCc1cc(C(F)(F)F)cc(C(F)(F)F)c1 (stereo not given in full),i,i
COCCNC(=O)C(C)Oc1ccc(Cl)cc1Cl (stereo not given),i,i
COc1ccc(NC(=O)COCC(=O)Nc2ccc(C)cc2)cc1,i,i
Cc1cc([N+](=O)[O-])nn1CC(=O)NCCCN1CCOCC1,i,i
COc1ccc(-n2nc(C(=O)NCC(=O)NC(C)C)c3ccccc3c2=O)cc1Cl,i,i
CCc1nc2ccccc2c(NC(=O)CN2CCC(C)CC2)c1C,i,i
O=[N+]([O-])c1cccc(-c2ccc(SCc3cccnc3)nn2)c1,i,i
CCn1c(COc2ccccc2C)nnc1SCC(=O)OC,i,i
OCCCNc1ncnc2scc(-c3ccc(Cl)cc3)c12,i,i
O=C(Cc1csc(Nc2nc(=S)[nH]c3ccccc23)n1)N1CCN(c2cccc(C(F)(F)F)c2)CC1,i,i
Cn1nc(-c2ccc(Cl)cc2)c2cc(C(=O)NCCCN3CCCC3)sc21,i,i
O=C(NCc1cccc(Cl)c1)c1cc(COc2ccc3ncccc3c2)on1,i,i
Cc1noc(C)c1CSc1nc2ccccc2n1CCc1ccccc1,-5.03*,i
O=C(/C=C/c1cccs1)N1CCC2(CC1)Oc1ccc(F)cc1C(=O)C21CC(c2ccccc2)=NO1 (stereo not given),i,i
CCc1cc(-c2nc(N)ncc2-c2ccc(Br)cc2)c(O)cc1OC,i,i
COc1ccc(-c2cc([C@H]3[C@H]4C=CC[C@@H](C)[C@@H]4C(=O)N3Cc3ccccc3)ccc2F)cc1OC,i,i

# CHT block, hit marks shown above.
Structure	CHT block
C=CCn1c(NC(=O)c2ccccc2Cl)c(C#N)c2nc3ccccc3nc21	-5.8*
Cc1noc(C)c1CSc1nc2ccccc2n1CCc1ccccc1	-5.03*

# An excerpt from above in order of molecular weight, low to high:
SMILES,CHT block,CHT allo act
OCCCNc1ncnc2scc(-c3ccc(Cl)cc3)c12,i,i
CCn1c(COc2ccccc2C)nnc1SCC(=O)OC,i,i
CCC(C)[C@H]1CN=C(N)N1CCc1cc(C(F)(F)F)cc(C(F)(F)F)c1 (stereo not given in full),i,i
O=C(NCc1cccc(Cl)c1)c1cc(COc2ccc3ncccc3c2)on1,i,i

# Source: PubChem (Johns Hopkins Ion Channel Center)
